NPYLR7 ag: activates Aedes aegypti NPYLR7 receptor | HEK293T NPYLR7/Galpha15, GCaMP6s calcium fluorescence | activation, % at 10 µM | hit rate 0.15% among 270,000 | AID 1259423; in the data active = activation above about 40%;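 note: 0% = vehicle and 100% = reference agonist at the receptor; some compounds past the cut are filed as inactive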
mcGAS inh: inhibitors of mouse cGAS; Q8C6L5; hit rate 0.15% among 160,000; inhibition, % at 12.5 µM; recombinant cGAS, Kinase-Glo ATP depletion luminescence;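 note: 0% = negative control wells and 100% = reference inhibitor with no enzyme activity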
hcGAS lum: inhibitors of human cGAS; inhibition, % at 12.5 µM; Q8N884; recombinant h-cGAS, ATP depletion, Kinase-Glo luminescence; AID 1259398; hit rate 0.081% among 290,000;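 note: 0% = vehicle reaction and 100% = reaction without DNA for no activity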
Target sequence (Q8N884 whole entry, looked up): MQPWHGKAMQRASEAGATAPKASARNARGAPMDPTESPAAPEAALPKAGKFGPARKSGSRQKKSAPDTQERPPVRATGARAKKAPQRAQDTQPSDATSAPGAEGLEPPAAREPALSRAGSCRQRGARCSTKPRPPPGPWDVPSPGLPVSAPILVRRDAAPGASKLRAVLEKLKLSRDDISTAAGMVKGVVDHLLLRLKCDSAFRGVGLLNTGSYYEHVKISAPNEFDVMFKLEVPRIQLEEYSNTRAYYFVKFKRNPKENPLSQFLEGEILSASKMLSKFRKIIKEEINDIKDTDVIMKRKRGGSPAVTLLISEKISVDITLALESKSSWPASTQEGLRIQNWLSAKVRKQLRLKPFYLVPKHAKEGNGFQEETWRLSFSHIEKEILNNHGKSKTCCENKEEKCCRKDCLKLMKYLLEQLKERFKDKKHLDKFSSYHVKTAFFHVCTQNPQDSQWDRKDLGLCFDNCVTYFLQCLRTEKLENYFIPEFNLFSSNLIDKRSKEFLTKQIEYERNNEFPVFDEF
Starred values were filed as active, the others as inactive; nt = not tested or not shown. Cut-off read from the data, not from the text of the source, unless noted: active = inhibition above about 40%; inactive = the rest.

Order of results – NPYLR7 ag, mcGAS inh, hcGAS lum
C=CCN(Cc1ccccn1)C1CCCNC1 (stereo not drawn)
    7, nt, -7
CCOC(=O)C1(Cc2ccc(OC)cc2)CCN(C(=O)CSc2nc(C)cs2)CC1
    3, nt, -8
CCCCN(CC(=O)N(CCc1c[nH]c2ccccc12)Cc1ccc(Cl)c(Cl)c1)Cc1cccc(C(=O)OC)c1
    17, -4, -3
O=C(CCC1CCCC1)N1CCN(c2ccc(N3CCCCC3)nn2)CC1
    nt, -5, -11
COc1ccccc1CN(Cc1ccc(F)cc1)CC(O)COc1ccccc1 (stereo not drawn)
    38, -4, -10
COc1coc(CN(C2CC2)S(=O)(=O)c2cccnc2)cc1=O
    -3, nt, 4
CN(C)c1c(Cl)cccc1NS(=O)(=O)/C=C/c1ccccc1
    1, nt, -4
Cc1cccc(Cc2nc3c(c(N4CCOCC4)n2)CN(C(=O)c2ccc(C(F)(F)F)cc2)CC3)c1
    15, -5, -11
CCN(c1ccccc1)S(=O)(=O)c1cccc(C(=O)OCc2cc(=O)n3ccsc3n2)c1
    7, nt, -6
Cc1ccc(-c2nc(NCCNC(=O)c3cccc([N+](=O)[O-])c3)c3ccccc3n2)cc1
    32, -10, -2
CC(C)N1CCC(N2CCN(CCCn3cccn3)CC2CCO)CC1 (stereo not drawn)
    3, -8, -4
C=CCC(O)(CC=C)CN1CC(C(=O)O)CC1=O (stereo not drawn)
    -1, -8, -5
CCOc1cccc(-c2ccc3nc(-c4ccccc4)c(CCC(=O)N(CC)CC)n3c2)c1
    19, nt, -7
O=C(c1cccs1)N(Cc1nccn1Cc1c(F)cccc1Cl)C1CC1
    14, -5, -9
CC(CC(=O)Nc1ccc2nccn2c1)NC(=O)c1ccccc1 (stereo not drawn)
    0, nt, -8
CC(C)Nc1nc(NCCN2CCNC2=O)c2sccc2n1
    -1, nt, -1
CN(Cc1ncc[nH]1)Cc1ccc(-c2nc3ccccc3n2C)o1
    0, -17, -6
Cc1cc(C)n(-c2cc(NCCNS(=O)(=O)c3ccc4cccc5c4c3CC5)ncn2)n1
    -4, -7, -5
C=CCN=CC1=C(Sc2ccccc2)C2=C(CC1)C(C(=O)OCC)C(NC(C)=O)S2 (stereo not drawn)
    -2, nt, -5
CCOCCSCc1nc2cc(-c3ccc(F)cc3)sc2c(=O)[nH]1
    0, nt, -4
Cc1cccc2c1NC1(CCN(C(=O)c3ccc(F)cc3)CC1)NC2=O
    21, -6, -5
COc1ccc(C(=O)NC(C)Cc2cc(C)[nH]n2)o1 (stereo not drawn)
    nt, -8, -5
CN(CCc1ccccn1)C(=O)c1ccc(-c2cc(-c3ccc(N4CCCCC4)cc3)n[nH]2)cc1
    -2, -3, -3
Cc1cc(C(=O)N2CCC3(CCCN(Cc4cccc(F)c4F)C3)C2)nc(C)n1 (stereo not drawn)
    2, nt, -2
CCc1cccc(NC(=O)N(CCCOC)CC(=O)N(CCc2c[nH]c3ccccc23)Cc2ccc(F)cc2)c1
    20, -5, -7
COc1ccnc(NNC(=O)C2(c3ccc(F)cc3)CCOCC2)n1
    12, -15, -7
Cn1cccc1C(=O)N1CCn2c(nnc2C(=O)N2CCOCC2)C1
    1, nt, 6
Cc1cc(CNS(=O)(=O)NCc2ccccc2)ccc1N1CCCC1
    10, nt, -8
COc1ccc(S(=O)(=O)N(CC(=O)Nc2ccc(C)cc2)c2ccc(C)cc2)cc1OC
    3, -5, -3
Cc1ccc(C)c(N2CCN(C(=O)c3n[nH]c4c3CNCC4)CC2)c1
    21, nt, -8
COc1cc(CN2CCC(C(=O)NC(c3ccc(F)cc3)c3nc(OC)cc(OC)n3)CC2)cc(OC)c1 (stereo not drawn)
    4, -3, -3
O=c1cc(CN2CCC3(CCNCC3)C2)c2cccc3c2n1CCC3
    14, -12, -1
O=S(=O)(N1CCCCCC1)N1CC[C@H]2CC[C@@H](C1)N2
    -4, -12, -7
O=C(NCc1ccco1)c1ccc2c3c(cccc13)CC2
    7, -5, -4
Cc1cccc2c3c(ccc12)C1=C(C(=O)C3=O)C(C)CO1 (stereo not drawn)
    -6, nt, 3
CCN(CC(O)c1ccc(C)cc1)C(=O)c1sccc1-n1cnnn1 (stereo not drawn)
    8, nt, -2
CCc1nc(CN2CCCC(NCc3cccc4c3OCO4)C2)no1 (stereo not drawn)
    1, nt, -13
Cc1ccc(CN(C(=O)Cn2[nH]c(C(C)(C)C)c(CCC#N)c2=O)C2CC2)o1
    0, nt, -4
COCCN(Cc1nc(C(=O)NCCc2ccc(Cl)cc2Cl)cs1)C(=O)Nc1c(C)cccc1C
    13, -6, -3
COc1ccc(C(=O)Nn2cc3c(c2-c2ccccc2)c(=O)n(C)c(=O)n3C)cc1
    -12, nt, -6
N#Cc1ccc(S(=O)(=O)N2CCC(Cc3ccc(C(F)(F)F)cc3)CC2)cc1
    8, -4, 1
Cc1n[nH]c(C)c1CCN(C)C(=O)c1cn(C2CCCCCC2)nn1
    13, nt, -9
O=C(Nc1ccnn1C1CCN(Cc2cccc(-c3ccco3)c2)CC1)c1ccccc1
    7, -11, -6
CC(C)=CCC/C(C)=C/CNC(=O)c1cc(N2CCN(Cc3ccccc3)CC2)nc2ccccc12
    5, -6, -6
CS(=O)(=O)c1ccc(-c2ccnc3c(C(F)(F)F)cccc23)cc1
    3, nt, -5
CC(NC(=O)C=C1CCCCC1)C(N)=O (stereo not drawn)
    1, nt, -9
CCn1c(NC(=O)c2oc3c(c2C)C(=O)CC(C)(C)C3)nc2ccccc21
    0, nt, -12
CCC(C(=O)N(CC(=O)Nc1cc(C(C)(C)C)nn1-c1ccccc1C)Cc1ccco1)c1ccccc1 (stereo not drawn)
    -7, 2, 1
CCCNc1ccc(C(=O)N(CCC#N)CC2CCCO2)cn1 (stereo not drawn)
    2, 2, 8
CC(C)C/C=C(\CN1CCOC2(CNCCOC2)C1)c1ccccc1 (stereo not drawn)
    4, -13, -9
Cc1ccc(NC(=O)CSc2nc(=O)n3cc(C)ccc3n2)c(C)c1
    0, -9, -12
CN1CCCC1CCNS(=O)(=O)NCc1ccccc1 (stereo not drawn)
    10, nt, -5
O=C(C1CCOC1)N1CCN(Cc2ccc(-c3noc(C4CCCC4)n3)cc2)CC1 (stereo not drawn)
    6, -3, 1
COc1ccccc1CC(=O)N1CCC(n2nc(-c3ccccc3)cc2-c2ccccc2)CC1
    2, -5, -4
Nc1nnc(CCCNC(=O)CC2CCc3ccccc32)s1 (stereo not drawn)
    1, -12, -6
COc1ccc(-n2c(O)c(C=Nc3nncs3)c3ccccc3c2=O)cc1OC
    17, -4, 1
CCCCn1c(N)c(C(=S)NC(=O)CC(C)(C)C)c(=O)n(C)c1=O
    1, nt, 1
Cc1ccc(NC2OC(CO)C(O)C(O)C2O)cc1Br (stereo not drawn)
    3, nt, 5
Cn1cc(Br)cc(Br)c1=O
    -1, -2, 1
Cc1cc(C=NNC(=S)NCC2CCCO2)c(C)n1CC(C)C (stereo not drawn)
    -1, -9, -8

The list goes on.
Order of results – NPYLR7 ag, mcGAS inh, hcGAS lum
CC(C)(C)c1cc(CN2CCc3[nH]cnc3C2c2ccsc2)[nH]n1 (stereo not drawn)
    2, nt, -5
COc1ccc(OC)c(C2CC(c3ccc(Br)cc3)=Nc3ncnn32)c1 (stereo not drawn)
    8, nt, 2
CC1CCC(C(C)C)C(OC(=O)C[n+]2ccccc2)C1 (stereo not drawn)
    -6, -8, -4
COc1ccccc1N1CCN(C2CCCN(C(=O)CCc3ccccc3)C2)CC1 (stereo not drawn)
    32, -6, -4
Cc1ccccc1C(=O)N1CCN(C(C(=O)Nc2ccccc2)C2CCCC2)CC1 (stereo not drawn)
    -21, 0, 2
CCC(=O)OCC(=O)C1(OC(=O)CC)[C@H](C)C[C@H]2[C@H]3[C@H]([C@@H](O)C[C@@]21C)[C@@]1(C)C=CC(=O)C=C1C[C@H]3Cl (stereo partly drawn)
    -6, -5, -5
Cc1ccccc1CN1C(=O)C2(SC(C)(C)CN2C(=O)C2CC2)c2cc(Cl)ccc21 (stereo not drawn)
    5, -4, -8
S=c1[nH]c(-c2ccccc2)cn1N=Cc1c[nH]c2ccccc12
    0, nt, -6
CC1(C)CC2(C)OC(=NBr)C1(C#N)C2(C#N)C#N (stereo not drawn)
    -2, nt, -1
O=C(NCCCc1ccccc1)C1CC1(c1ccccc1)c1ccccc1 (stereo not drawn)
    1, -6, -3
Cc1cc(C(=O)N2C[C@@H](CO)[C@@H]3Oc4ccc(Cl)cc4[C@@H]32)c(C)o1
    1, -6, 1
Cc1cccc(C(=O)N=Nc2c(O)[nH]c3ccc(C)c(Br)c23)c1
    -7, nt, -4
O=C(c1ccc(F)c(F)c1F)N1CCC(Cc2ccc(-n3cccc3)cc2)CC1
    1, -8, -3
CCc1ncc2c(n1)CN(C(=O)c1ccc(-n3ccnc3)cc1)C2
    5, nt, 0
CCCC(=O)N1CCN(C(=O)Nc2ccccc2)CC1
    -1, nt, -5
CC(=NCc1ccccc1)c1c(O)n(Cc2ccccc2)c(=O)[nH]c1=O
    26, 0, 8
Cc1nc(NC(=O)CCCCCNC(=O)OC(C)(C)C)n[nH]1
    -7, -5, -8
c1cc2c(s1)CCNC2
    -2, nt, -9
COc1cc(/C=C2\NC(=S)NC2=O)cc([N+](=O)[O-])c1O
    8, nt, 2
COc1ccccc1N1CCN(CCCCN2C(=O)c3ccccc3C2=O)CC1
    7, -1, 2
COc1cccc(CNC(=O)CSc2nc(=O)n(N3CCN(C)CC3)c3c2CCCC3)c1
    -1, -9, -8
Cc1cc(C)n(CCC(=O)N(C)C(C)c2ccon2)c(=O)n1 (stereo not drawn)
    -4, nt, -15
Cc1cc(C)c(NC(=S)NC2CCN(C3CC3)C2)c(Cl)c1 (stereo not drawn)
    2, nt, 0
O=C(c1cccnc1)N1N=C2CCCCC2C1(O)C(F)(F)F (stereo not drawn)
    -4, nt, -8
CCCCC(=O)Nc1sc2c(c1C(N)=O)CCC2
    1, nt, -5
COCc1nc(-c2cccc(CN3CCN(C(=O)c4ccc(F)c(F)c4)CC3)c2)no1
    -3, -3, -1
Cc1ccncc1-c1cccc2[nH]ccc12
    6, nt, -5
CC(C)C(NC(=O)NCc1nnnn1C1CC1)c1ccccc1Cl (stereo not drawn)
    3, -13, -7
CC=CCn1c(SCC(=O)OC)nc2c1c(=O)[nH]c(=O)n2C
    6, -6, -2
O=S(=O)(c1ccccc1F)N(Cc1ccco1)Cc1cccc2ccccc12
    -7, -1, -1
CCCCc1ccc(S(=O)(=O)N2CCN(c3nc4nccc(-c5ccc(Cl)c(Cl)c5)n4n3)CC2)cc1
    3, -6, -5
Cc1cc2c(c(=O)o1)C(c1ccccc1[N+](=O)[O-])C(C#N)C(=N)O2 (stereo not drawn)
    10, -4, 3
COc1ccc(-c2cc(C(=O)Nc3sc(C)c(C)c3C#N)c3ccccc3n2)cc1OC
    -8, nt, -3
CC(C)N1CCC(N(C)CC2CCN(CCc3cccc(F)c3)CC2)CC1
    1, -11, -9
CCCOC(=O)c1cc(Br)ccc1NC(=O)c1ccc(C)nc1
    1, nt, -8
CC(C)[C@H](CO)Nc1nc(Nc2ccc(C(=O)O)c(Cl)c2)c2ncn(C(C)C)c2n1
    -13, nt, -4
CC1CCN(Cc2csc(NC(=O)c3ccc(Cl)c(S(=O)(=O)N4CCCCC4)c3)n2)CC1
    25, nt, -3
CN(CCC1CCOCC1)C(=O)C1CCC(=O)N(Cc2ccccn2)C1 (stereo not drawn)
    2, nt, -5

Shown as a markdown table: entries from further up
| smiles | NPYLR7 ag | mcGAS inh | hcGAS lum |
| --- | --- | --- | --- |
| Cc1cc(C)n(CCC(=O)N(C)C(C)c2ccon2)c(=O)n1 (stereo not drawn) | -4 | nt | -15 |
| Cc1cc(C)c(NC(=S)NC2CCN(C3CC3)C2)c(Cl)c1 (stereo not drawn) | 2 | nt | 0 |
| O=C(c1cccnc1)N1N=C2CCCCC2C1(O)C(F)(F)F (stereo not drawn) | -4 | nt | -8 |
| CCCCC(=O)Nc1sc2c(c1C(N)=O)CCC2 | 1 | nt | -5 |
| COCc1nc(-c2cccc(CN3CCN(C(=O)c4ccc(F)c(F)c4)CC3)c2)no1 | -3 | -3 | -1 |
| Cc1ccncc1-c1cccc2[nH]ccc12 | 6 | nt | -5 |
| CC(C)C(NC(=O)NCc1nnnn1C1CC1)c1ccccc1Cl (stereo not drawn) | 3 | -13 | -7 |
| CC=CCn1c(SCC(=O)OC)nc2c1c(=O)[nH]c(=O)n2C | 6 | -6 | -2 |
| O=S(=O)(c1ccccc1F)N(Cc1ccco1)Cc1cccc2ccccc12 | -7 | -1 | -1 |
| CCCCc1ccc(S(=O)(=O)N2CCN(c3nc4nccc(-c5ccc(Cl)c(Cl)c5)n4n3)CC2)cc1 | 3 | -6 | -5 |
| Cc1cc2c(c(=O)o1)C(c1ccccc1[N+](=O)[O-])C(C#N)C(=N)O2 (stereo not drawn) | 10 | -4 | 3 |
| COc1ccc(-c2cc(C(=O)Nc3sc(C)c(C)c3C#N)c3ccccc3n2)cc1OC | -8 | nt | -3 |
| CC(C)N1CCC(N(C)CC2CCN(CCc3cccc(F)c3)CC2)CC1 | 1 | -11 | -9 |
| CCCOC(=O)c1cc(Br)ccc1NC(=O)c1ccc(C)nc1 | 1 | nt | -8 |
| CC(C)[C@H](CO)Nc1nc(Nc2ccc(C(=O)O)c(Cl)c2)c2ncn(C(C)C)c2n1 | -13 | nt | -4 |
| CC1CCN(Cc2csc(NC(=O)c3ccc(Cl)c(S(=O)(=O)N4CCCCC4)c3)n2)CC1 | 25 | nt | -3 |
| CN(CCC1CCOCC1)C(=O)C1CCC(=O)N(Cc2ccccn2)C1 (stereo not drawn) | 2 | nt | -5 |
